S1P1 ag pot – S1P1 (human) agonism or agonism potentiation | S1P1 CRE-bla cells, forskolin, beta-lactamase FRET, potentiator mode; S1P1 agonist co-added at EC20, 2 nM; 100% = saturating reference agonist, 0% = basal | AID 449 | activation, % at 9.5 µM | 56,000 tested, 0.57% active;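 active = activation above a cutoff set at the mean activation of all tested compounds plus 3 SD, cut at about 54% in these data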;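 also: forskolin at 4 µM as EC80 and the EC20 agonist is SEW2871; 100% = SEW2871 at its EC100 plus forskolin at EC80; some compounds past the cut are filed as inactive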
Target sequence (P21453 whole entry, looked up): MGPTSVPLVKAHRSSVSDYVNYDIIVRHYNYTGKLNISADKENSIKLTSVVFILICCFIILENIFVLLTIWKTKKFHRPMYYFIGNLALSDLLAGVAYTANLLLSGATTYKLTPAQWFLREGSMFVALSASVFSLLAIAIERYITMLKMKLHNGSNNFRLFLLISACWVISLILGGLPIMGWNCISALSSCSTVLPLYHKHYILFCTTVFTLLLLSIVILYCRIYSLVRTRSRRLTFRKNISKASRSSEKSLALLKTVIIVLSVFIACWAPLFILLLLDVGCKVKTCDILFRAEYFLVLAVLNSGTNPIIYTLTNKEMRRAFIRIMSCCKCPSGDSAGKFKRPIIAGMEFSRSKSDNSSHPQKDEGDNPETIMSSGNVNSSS
HEK293 NFkB inh – lowers PMA/ionomycin-induced NF-kB signal in HEK293 cells; HEK-293 NF-kB luciferase reporter, luminescence; inhibition, % at 3 µM; 62,000 tested, 0.21% active; AID 465;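 active = inhibition above the mean of all tested compounds plus 3 SD, cut at about 40% in these data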;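 also: 0% = stimulated DMSO wells and 100% = 10 µM reference inhibitor 5653914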
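Signal: luciferase luminescence; Material: HEK-293 cells with stable firefly luciferase reporter driven by four HIV NF-kB elements; Probe or stimulus: PMA with ionomycin; Replication: tested once; Times: 1 h compound pretreatment, then 16 h stimulation at 37 °C, 5% CO2; Benchmarks: DMSO and 10 µM reference inhibitor; Evaluation: per-plate % inhibition versus controls.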
HTR1E agonist – agonists of human 5-HT1E serotonin receptor. P28566. CHO 5-HT1E Ga15 NFAT-bla reporter, FRET; 0% DMSO wells, 100% control agonist wells. activation, % at 6 µM. 65,000 tested, 0.69% active. AID 574;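 active = activation above a set limit, the screen-wide mean activation plus 3 SD, cut at about 8.5% in these data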;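 also: 100% = positive control agonist at 1 µM giving full maximal response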
Jurkat tox 60K – cytotoxic compounds reducing Jurkat cell viability. Jurkat E6.1 viability, ATP luminescence, 48 h. inhibition, % at 4 µM. 56,000 tested, 1.2% active. AID 463;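 active = inhibition above the mean inhibition of all tested compounds plus 3 SD, cut at about 28% in these data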
D1 allo mod – allosteric modulators of human D1 dopamine receptor; P21728; HEK293 D1, CRE-luciferase, dopamine EC30 potentiation; actives deviate in either direction; 58,000 tested, 5.9% active; B-score at 10 µM; AID 641;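 active = luminescence count or its row- and column-corrected plate score outside the 99.7% band of the plate's sample wells, on either side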
Target sequence (P21728 whole entry, looked up): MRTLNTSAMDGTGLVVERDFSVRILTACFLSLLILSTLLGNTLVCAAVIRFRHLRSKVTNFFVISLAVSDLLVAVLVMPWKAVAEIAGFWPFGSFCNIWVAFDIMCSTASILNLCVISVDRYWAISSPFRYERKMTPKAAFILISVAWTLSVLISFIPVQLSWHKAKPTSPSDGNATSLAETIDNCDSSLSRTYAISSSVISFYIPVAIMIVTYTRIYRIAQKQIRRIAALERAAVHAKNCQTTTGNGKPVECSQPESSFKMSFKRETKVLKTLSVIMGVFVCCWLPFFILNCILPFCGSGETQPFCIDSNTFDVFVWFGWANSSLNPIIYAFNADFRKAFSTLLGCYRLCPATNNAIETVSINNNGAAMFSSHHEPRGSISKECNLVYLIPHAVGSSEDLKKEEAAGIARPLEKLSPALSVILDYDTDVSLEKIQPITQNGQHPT
5HT1a antag – antagonists of human 5-HT1a serotonin receptor. CHO 5-HT1a Ga15 NFAT-bla reporter, antagonist mode. AID 612. 62,000 tested, 0.68% active. inhibition, % at 10 µM. P08908;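 active = inhibition above the mean of all tested compounds plus 3 SD, cut at about 43% in these data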;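 also: receptor stimulated by 5-CT agonist at 100 nM near EC80; beta-lactamase reporter measured by ratiometric fluorescence of a cleavable substrate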
HTR1A agonist – activates the human 5-HT1a serotonin receptor; CHO 5-HT1a Ga15 NFAT-bla reporter, FRET ratio; 0% basal, 100% maximal reference agonist; activation, % at 10 µM; 65,000 tested, 0.56% active;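 active = activation above the screen-wide mean activation plus 3 SD, cut at about 19% in these data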;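 also: 0% = DMSO wells and 100% = 5-CT at EC100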
5HT1E antag – blocks the human 5-HT1E serotonin receptor | P28566 | CHO 5-HT1E Ga15 NFAT-bla reporter, FRET, antagonist | inhibition, % at 6 µM | 65,000 tested, 0.99% active;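 active = inhibition above a set limit, the mean inhibition across every tested compound plus 3 SD, cut at about 29% in these data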;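 also: signal is the 460 over 535 nm emission ratio of beta-lactamase substrate; 0% = agonist plus DMSO wells and 100% = wells without agonist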
S1P3 ag – activates the human S1P3 receptor. Q99500. AID 373. activation, % at 4.5 µM. S1P3 NFAT-BLA reporter cells, agonism, FRET ratio; relative to 1 µM S1P, basal subtracted. 60,000 tested, 0.1% active;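 active = activation above the screen-wide mean plus 3 SD, cut at about 4.5% in these data, passing the limit was not always enough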; also: some compounds called inactive have numbers as strong as hits
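Assay system: stable CHO line with human S1P3, Gα16, NFAT-BLA reporter; Detection: FRET β-lactamase substrate fluorescence, excitation 405 nm, 460/535 nm emission ratio, background-subtracted; Read-out: percent activation versus median 1 µM S1P response, basal-subtracted, per plate; Incubation: cells plated overnight, compound 4 h 37 °C, substrate 2 h RT.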
* = called active by the depositor; nt = no result given.

SMILES | S1P1 ag pot | HEK293 NFkB inh | HTR1E agonist | Jurkat tox 60K | D1 allo mod | 5HT1a antag | HTR1A agonist | 5HT1E antag | S1P3 ag
COc1cccc2cc3c(=O)n(-c4ccccc4)nc-3oc12 | -20 | -6 | -0.5 | 0 | -0.34 | 7 | -0.8 | -6 | -0.6
O=C(Nc1nncs1)c1ccc(S(=O)(=O)c2ccccc2)cc1 | nt | 7 | 0.0 | nt | -0.47 | 2 | 0.2 | -4 | nt
Cc1ccc2c(CC(=O)Nc3sccc3C(N)=O)coc2c1 | 11 | -5 | -1.4 | 8 | -1.1 | 12 | -2.3 | 19 | -1.1
COc1ccc(C2(CNC(C)=O)CCCC2)cc1OC | -4 | 13 | 0.7 | -1 | -0.026 | -9 | -1.2 | -3 | -0.4
O=C(O)C1CC=CCC1C(=O)Nc1ccc(S(=O)(=O)N2CCCc3ccccc32)cc1 (stereo not drawn) | -33 | -55 | -1.5 | 35* | -0.54 | -4 | -4.2 | -6 | -0.3
O=C(O)CCC(NS(=O)(=O)c1ccc(-c2ccccc2)cc1)C(=O)O (stereo not drawn) | nt | 22 | -0.2 | nt | 0.3 | 7 | -1.4 | -1 | nt
COCC(C)n1c(SCC(=O)N2CCCCC2)nc2ccccc2c1=O (stereo not drawn) | 1 | 25 | -0.6 | 3 | 0.76 | 5 | -1.4 | -1 | -1.1
CCOC(=O)CSc1nc2c([nH]c3ccccc32)c(=O)n1C | nt | 17 | -0.8 | nt | 0.98 | 5 | -0.1 | 4 | nt
O=C1CCC(=O)N1CNc1ccccn1 | -1 | nt | 0.1 | nt | -0.46 | nt | 0.5 | -31 | -1.6
COc1ccc(NC2=CC(=O)CC(C)(C)C2)cc1OC | -19 | 3 | 0.7 | -2 | -0.47 | -2 | -1.9 | 10 | -0.7
Cc1ccc(NC(=O)C2CCN(C(=O)NC3CCCCC3)CC2)cc1Cl | 0 | 13 | 0.7 | -4 | -0.92 | 0 | 2.2 | -5 | 0.9
c1ccc(-c2nc(NCCCN3CCOCC3)c3ccccc3n2)cc1 | nt | -3 | 0.9 | -2 | -1.6 | 2 | 0.1 | 0 | 0.5
COc1nc(C)ccc1-c1noc(-c2ccccn2)n1 | -7 | -26 | -1.2 | 7 | -4.1* | 10 | -2.4 | 12 | -1.7
Cn1c(=O)cc(SCC(=O)N2CCOCC2)c2ccc(Cl)cc21 | -7 | 24 | 0.6 | -2 | -0.93 | -9 | 0.0 | -2 | -0.8
O=C(OCc1cc(-c2ccccc2)no1)c1ccc2ccccc2n1 | -4 | 11 | 1.1 | 0 | nt | -16 | 1.4 | 2 | -0.3
CC(NC(=O)NCCCn1ccnc1)(C(F)(F)F)C(F)(F)F | 2 | nt | 0.6 | nt | 0.28 | nt | 2.2 | -12 | -2.4
CCOC(=O)CCCCC(=O)c1[nH]c(=O)[nH]c1CSc1nc(-c2ccccc2)c(C#N)c(=O)[nH]1 | 1 | 15 | 0.0 | -6 | -0.38 | -5 | -2.7 | -1 | -0.2
O=C(CSc1nnc(COc2ccccc2Cl)o1)NC(=O)NC1CCCC1 | 18 | 18 | -0.7 | 7 | -1.3 | -1 | -1.1 | 0 | -0.6
Cc1cc(C)c(S(=O)(=O)N2CCN(CCO)CC2)c(C)c1 | -17 | 23 | -0.5 | 7 | -0.094 | 5 | -0.1 | 7 | -0.6
CCO/C=N/c1c(C#N)c2c(c(=S)n1C)COC(C)(C)C2 | -11 | 8 | -0.1 | -5 | 2 | -9 | -3.4 | -10 | -0.3
Nn1c(SCC(=O)Nc2ccccc2F)nc2ccccc2c1=O | nt | 10 | -1.1 | 18 | 1.2 | -2 | -3.2 | 13 | -0.7
O=C(NCc1ccccn1)Nc1ccc2c(c1)OCO2 | -3 | -12 | -0.6 | -6 | -0.1 | 3 | -1.7 | 5 | 0.5
C/C(N)=C(/C#N)C(=O)COc1ncnc2ccc(Br)cc12 | 3 | 6 | 0.5 | -2 | 0.049 | -11 | -2.9 | 10 | -0.4
COC(=O)c1[nH]c2ccc(C)cc2c1NC(=O)CN1CCC(C)CC1 | 2 | -4 | 0.1 | 3 | -0.25 | 5 | -3.8 | 6 | 0.1
COc1cc2ccccc2cc1C(=O)Nc1ccccc1N1CCN(S(C)(=O)=O)CC1 | nt | 8 | -0.4 | 1 | -0.00016 | 9 | -1.2 | 3 | -1.3
O=c1c2ccccc2nnn1CSc1nc2sc3c(c2c(=O)n1CC1CCCO1)CCC3 (stereo not drawn) | -25 | 12 | 0.4 | -4 | 1.6 | -9 | -1.5 | -7 | 2.1
CCOCC(=O)NCc1ccc2c(c1)OCO2 | -1 | 10 | -0.1 | 4 | 0.29 | -11 | -0.8 | 12 | -1.0
CC1CN(C(=O)CN2C(=O)NC3(CCCCCCC3)C2=O)CC(C)O1 (stereo not drawn) | -10 | 7 | 20* | -3 | -0.7 | -11 | -1.1 | -9 | -0.2
CCOc1ccccc1NC(=O)CSc1nnc(Cn2c(=O)sc3ccccc32)n1C | 5 | 10 | 1.1 | 1 | nt | -2 | -1.9 | -4 | -0.6
O=C(c1ccc(COc2ccc(Cl)cc2)o1)N1CCN(Cc2ccc3c(c2)OCO3)CC1 | 38 | 14 | -0.8 | 7 | -1.1 | 27 | -2.1 | 14 | -0.9
Cc1cc(O)c(C(C)C)cc1NC1=NS(=O)(=O)c2ccccc21 | -5 | 10 | -0.1 | 1 | 0.77 | -2 | -1.2 | 11 | -1.5
Cn1cnc(S(=O)(=O)N2CCc3ccccc32)c1 | 6 | 6 | 0.5 | 1 | 1.3 | 2 | -1.8 | 14 | -1.1
CCOc1ccc(-c2nc(C#N)c(NCc3ccc4c(c3)OCO4)o2)cc1 | 40 | -2 | -0.2 | -2 | 1.5 | 42 | 0.2 | 11 | 0.0
COc1ccccc1NC(=O)CSc1nnnn1-c1ccc2c(c1)OCO2 | 24 | 4 | -0.6 | 1 | 0.45 | 15 | -3.4 | -8 | -0.1
Cc1cc(=O)[nH]c2cc(Cl)ccc12 | -5 | 13 | 0.7 | -1 | -0.34 | -11 | -1.1 | -11 | -0.2
CCN(CC)C(=O)c1scc2c1OCCO2 | 1 | 8 | -0.5 | -1 | nt | 0 | -3.6 | -1 | -1.2
CCOc1ccc(NC(=O)CSc2nnc(C)n2CCCOC)cc1 | 6 | 15 | -0.3 | 1 | 0.42 | -7 | -1.6 | 10 | -1.2
O=C(COc1ccccc1O)Nc1ccccc1Cl | -10 | 26 | -0.6 | -4 | -0.43 | 4 | -1.3 | 5 | -0.7
COc1ccc(C(=O)NCCSCc2ccco2)cc1OC | -28 | -4 | 0.1 | -6 | 3.4 | -2 | 0.9 | -5 | -0.5
O=C(NCCCN1CCOCC1)c1ccc(CNS(=O)(=O)c2ccc(F)cc2)cc1 | nt | 13 | -0.8 | nt | -1.5 | 6 | 0.2 | 2 | nt
CC1(C)Oc2ccc3ccc(=O)oc3c2-c2cnoc21 | -12 | 8 | 0.6 | 1 | 0.66 | -12 | 1.2 | 4 | -0.2
COc1ccc(OC)c(S(=O)(=O)Nc2c(F)cccc2F)c1 | 12 | 24 | -0.7 | 0 | -0.013 | -7 | 6.7 | 0 | -1.4
CCCN(CCC)CCNC(=O)c1cc2c(=O)n(C)c3ccccc3c2n1C | -25 | 0 | -0.1 | 1 | 0.67 | 1 | -2.7 | -2 | -0.8
Cc1ccc2occ(C(c3nnnn3C3CCCC3)N3CCN(C(=O)c4ccco4)CC3)c(=O)c2c1 (stereo not drawn) | 9 | -8 | -0.2 | 8 | -0.27 | 3 | -4.3 | -4 | -0.6
COC(=O)C1=CN(C(C)C)C=C(C(=O)OC)C1c1cccc(OC)c1 | -25 | -1 | 5.4 | 6 | nt | -21 | 23* | -5 | 2.1
CCOC(=O)c1sc(NC(=O)CSc2nnc(Cc3ccccc3)o2)c(C#N)c1C | -4 | 8 | 0.4 | -5 | 0.99 | -13 | 0.5 | -5 | -1.0
O=C(c1nc2ccccc2s1)N1CCSCC1 | 2 | -17 | 0.3 | 2 | 0.25 | -9 | -5.1 | -4 | 0.0
O=C(CSc1nnnn1C1CCCC1)c1ccc2c(c1)OCCO2 | -9 | 19 | 1.2 | 11 | -1.1 | 7 | 0.9 | 16 | -0.6
COc1cccc2c(=O)c(C/C=C(/C)Cl)c(C)[nH]c12 | nt | 21 | 0.4 | 2 | 0.17 | 15 | -0.6 | -6 | -1.2
O=C(C1=C(O)C(=O)N(CCN2CCOCC2)C1c1ccccc1)c1cccs1 (stereo not drawn) | nt | 12 | -0.4 | -6 | 0.34 | -7 | 0.7 | -15 | -0.2
Cc1ccc2cc3cc(C(=O)N4CCCCC4C)oc3nc2c1 (stereo not drawn) | 9 | -58 | -0.7 | -2 | 0.81 | 11 | -1.0 | 14 | -0.3
CC1(C)CC(n2c(NCCO)nc3c(c2=O)C2(CCCC2)Cc2ccccc2-3)CCO1 (stereo not drawn) | -21 | 12 | -0.3 | 6 | 0.89 | 20 | -0.5 | 12 | -1.6
Cc1noc(C)c1CSc1nnc2sc3ccccc3n12 | -1 | 7 | -0.4 | -1 | 2 | 1 | -0.1 | -5 | -0.2
O=S(=O)(CCc1nnc(-c2ccccc2)o1)c1ccc2ccccc2c1 | -6 | -5 | -0.9 | 1 | -0.48 | 0 | -0.6 | 4 | -1.1
CCOc1ccc2cc(C#N)c(SCC(=O)OC)nc2c1 | -7 | -18 | 0.7 | 5 | 0.071 | -17 | -3.1 | -3 | -0.4
COc1nc(-c2ccccc2)ccc1-c1noc(COc2ccccc2)n1 | 21 | 12 | 1.7 | 0 | -0.8 | -6 | -3.4 | -14 | -1.8
CCOCCc1c(O)nc(SCC(=O)NCc2ccco2)[nH]c1=O | 2 | 2 | -0.8 | -6 | 1 | 4 | -1.9 | 1 | -0.7
C=C(C)CSc1nnc(-c2ccc(OC)c(OC)c2)n1N | nt | 5 | -0.6 | nt | -1.5 | 8 | -3.7 | 6 | nt
CN(C)CCNC(=O)Cc1c(C(=O)O)n(C)c2ccccc12 | 3 | 11 | 0.0 | 0 | -0.031 | -7 | 0.6 | -10 | -0.3
CC(=O)Nc1ccc(Nc2nc(C)nc3c2oc2ccccc23)cc1 | -59 | 21 | -0.1 | 6 | nt | -1 | 2.0 | 25 | -0.5
O=C1c2ccccc2S(=O)(=O)N1CCOc1ccc(F)cc1 | -4 | -2 | -0.3 | -3 | -0.18 | 10 | -3.2 | 1 | 0.6
Oc1ccc(Nc2nc(NCC3CCCO3)c3ccccc3n2)cc1 (stereo not drawn) | 20 | 15 | -0.5 | 8 | -2.9* | 5 | -1.0 | 2 | -0.7

Two entries from above, with values under each structure.
Below each compound – S1P1 ag pot	HEK293 NFkB inh	HTR1E agonist	Jurkat tox 60K	D1 allo mod	5HT1a antag	HTR1A agonist	5HT1E antag	S1P3 ag
> COc1cccc2c(=O)c(C/C=C(/C)Cl)c(C)[nH]c12
→ nt	21	0.4	2	0.17	15	-0.6	-6	-1.2
> O=C(CSc1nnnn1C1CCCC1)c1ccc2c(c1)OCCO2
→ -9	19	1.2	11	-1.1	7	0.9	16	-0.6

Bioassay records from PubChem BioAssay.
